NOD2 RIPK2 PPI: NOD2-RIPK2 protein interaction inhibition. O43353. 360,000 tested, 0.38% active. CHO BLA complementation NOD2-RIPK2, CCF4 ratio. inhibition, % at 4.98 µM; in the data active means inhibition above about 21%;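 further: 0% = vehicle only and 100% = reference blocker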
aDG glyco up: alpha-DG glycosylation activation | 360,000 tested, 0.22% active | AID 624168 | activation, % at 10 µM | Pro5-aDG cells, alpha-DG glycosylation AlphaScreen (IIH6); 0% Pro5, 100% B10-LARGE cell signal;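 active means activation of at least 8% versus controls, or a plate z-score of at least 8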;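 further: Pro5 are CHO cells carrying HIG-tagged alpha-DG that lacks glycosylation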
N-glyco inh: blocks N-linked glycosylation in D54 reporter cells. reporter increase, % at 12.5 µM. AID 588692. D54 ERlucT glycosylation luciferase reporter, 24 h; percent of 100 nM tunicamycin response. 360,000 tested, 0.23% active;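 active means mean luciferase reporter signal, scaled so untreated is 0 and the glycosylation-blocking control 100, at or above a set limit in every replicate; inconclusive means mean reaches the limit but not every replicate does; inactive means mean below the limit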;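 further: luciferase carries N-glycosylation sites so blocking glycosylation raises the light; 0% = median of neutral control wells and 100% = median of 100 nM tunicamycin wells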
ABCB6 inh 2: inhibitors of human ABC transporter ABCB6; Q9NP58; K562-ABCB6 porphyrin accumulation, flow cytometry, 1 h; hits give low values; fluorescence ratio to DMSO, % at 10 µM; 360,000 tested, 0.19% active;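 active means fluorescence ratio to DMSO below 75%, the collection mean minus 3 SD; inconclusive means too few cells collected in the well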;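 further: signal is porphyrin accumulated inside mitochondria; 100% equals median channel fluorescence of DMSO control wells; lower ratio means ABCB6 inhibition with less porphyrin fluorescence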
Target sequence (Q9NP58 whole entry, looked up): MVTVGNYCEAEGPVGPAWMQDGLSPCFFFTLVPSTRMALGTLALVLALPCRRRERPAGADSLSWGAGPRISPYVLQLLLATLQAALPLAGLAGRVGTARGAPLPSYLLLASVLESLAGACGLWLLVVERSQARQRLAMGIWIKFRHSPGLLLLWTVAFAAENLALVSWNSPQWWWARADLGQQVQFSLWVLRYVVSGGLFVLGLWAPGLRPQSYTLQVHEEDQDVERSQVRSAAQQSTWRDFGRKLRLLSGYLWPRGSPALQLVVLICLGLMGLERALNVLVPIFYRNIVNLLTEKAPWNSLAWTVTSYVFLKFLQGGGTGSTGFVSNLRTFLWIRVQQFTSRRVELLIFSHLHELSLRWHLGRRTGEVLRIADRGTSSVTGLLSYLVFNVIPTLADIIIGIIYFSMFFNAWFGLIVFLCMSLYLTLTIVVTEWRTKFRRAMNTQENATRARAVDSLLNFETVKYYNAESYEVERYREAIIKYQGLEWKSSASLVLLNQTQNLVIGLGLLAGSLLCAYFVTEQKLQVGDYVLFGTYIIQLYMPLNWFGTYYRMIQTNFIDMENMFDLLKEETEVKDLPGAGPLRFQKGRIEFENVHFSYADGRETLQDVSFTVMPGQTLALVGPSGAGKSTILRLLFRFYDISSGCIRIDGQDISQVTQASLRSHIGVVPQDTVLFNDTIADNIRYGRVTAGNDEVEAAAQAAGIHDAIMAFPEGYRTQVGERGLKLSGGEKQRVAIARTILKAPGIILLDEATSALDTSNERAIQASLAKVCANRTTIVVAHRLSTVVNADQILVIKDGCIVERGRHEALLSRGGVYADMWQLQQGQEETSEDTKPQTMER
ABHD5-PLIN5 inh: inhibitors of human ABHD5-perilipin-5 interaction. Q00G26+Q8WTS1. Split G. princeps luciferase complementation, luminescence, 4 h. inhibition, % at 4 µM. 360,000 tested, 0.78% active;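 active means inhibition above the mean inhibition across every tested compound plus 3 SD, cut at about 22% in these data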;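 further: 0% = DMSO only wells and the 100% control is not disclosed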
TLR9-MyD88 inh: inhibitors of human TLR9-MyD88 binding | AID 504734 | 340,000 tested, 0.21% active | inhibition, % at 4.98 µM | CHO BLA complementation TLR9-MyD88, CCF4 FRET ratio;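 active means inhibition above the mean over all tested compounds plus 3 SD, cut at about 21% in these data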;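 further: 0% = DMSO only wells and 100% = clavulanate BLA inhibitor control wells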
MC4R antag cAMP: blocks human MC4R cAMP signaling; P32245; 360,000 tested, 0.48% active; inhibition, % at 6.5 µM; AID 540295; MC4R-expressing cells, MTII-stimulated cAMP, LANCE TR-FRET;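 active means inhibition above its plate's cutoff, the mean of tested wells on that plate plus 3 SD, cut at about 29% in these data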;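 further: 0% = Melanotan II alone and 100% = Melanotan II plus saturating MCL0020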
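System: U2OS cells stably expressing human melanocortin 4 receptor (MC4R). Reagent: Melanotan II challenge after compound preincubation. Doses: 6.5 µM. Times: 30-min compound, 1-h challenge, 1-h detection, room temperature. Measured by: TR-FRET with Eu-cAMP and labeled anti-cAMP, 671 nm. Replicates: singlicate.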
Granule exo inh: lytic granule exocytosis inhibition; TALL-104 LAMP-1 surface exposure, flow cytometry; cells stimulated with thapsigargin and PMA; inhibition, % at 10 µM; 360,000 tested, 0.66% active;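 active means inhibition above about 55%, limit read from the data; inconclusive means no clear call, values can overlap the other calls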
MC4R barr agon: activates human MC4R beta-arrestin recruitment | P32245 | U2OS MC4R beta-arrestin complementation, luminescence; percent of melanotan II response, DMSO zero | activation, % at 8.9 µM | 360,000 tested, 0.98% active | AID 540308;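 active means activation above a per-plate cutoff, the mean activation of sample wells on that plate plus 3 SD, cut at about 8% in these data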
Vif inh: HIV Vif inhibition | AID 602346 | inhibition, % at 7.49 µM | HEK293T cells, Vif self-association by quenched fluorescence, imaging, 24 h | 340,000 tested, 0.35% active; in the data active means inhibition above about 50%, passing the limit was not always enough; inconclusive means no clear call, values can overlap the other calls; inactive means below about 31%; further: some results filed as inactive read as strong as hits
* = called active by the depositor; ? = inconclusive; nt = no result given. Not all compounds are listed. The share of hits here may be higher or lower than overall.

SMILES	NOD2 RIPK2 PPI	aDG glyco up	N-glyco inh	ABCB6 inh 2	ABHD5-PLIN5 inh	TLR9-MyD88 inh	MC4R antag cAMP	Granule exo inh	MC4R barr agon	Vif inh
Cc1c(NC(=O)C(C)OC(=O)c2ccc([N+](=O)[O-])cc2Cl)c(=O)n(-c2ccccc2)n1C (configuration not stated)	-20	-0.2	1	99	-8	-1	16	2	-0.2	-2
COc1ccc(OCC(=O)Nc2ccc3c(c2)nc(CCNC(C)=O)n3C)cc1	-7	-0.1	0	92	3	-9	15	-11	-0.3	7
CC1=C([N+](=O)[O-])C(c2ccccc2C(F)(F)F)NC(=O)N1C (configuration not stated)	-12	0.0	1	96	1	2	7	1	-3.8	-12
Cc1ccccc1NC(=O)c1nn(-c2ccc(F)c(F)c2)ccc1=O	-5	-0.1	2	101	-3	-8	2	-14	-2.7	5
O=C(c1ccc(-c2ccccc2)cc1)N1CCN(c2ccccc2F)CC1	9	0.0	1	89	-4	0	0	-3	0.2	-4
Cc1ccc(CN2CC(C(=O)N3CC(C)CC(C)C3)CC2=O)cc1 (configuration not stated)	-2	0.4	0	103	7	-1	-1	3	-0.6	2
Cc1ccc(OCC(=O)Nc2c(C)ccc3nsnc23)cc1	1	0.4	2	98	0	2	0	-1	-1.1	-1
c1csc(-c2nn3c(Cn4nnc5ccccc54)nnc3s2)c1	1	-0.1	-1	100	-4	10	-2	1	-1.4	0
COc1ccc2c(Cl)c(C(=O)NCCCn3ccnc3)sc2c1Cl	14	1.0	3	104	5	2	-3	1	-1.3	-10
N#Cc1ccc(-c2ccc(F)cc2)nc1Oc1ccc(F)cc1	-3	-0.3	-5	103	-4	-2	11	-2	9.3*	-2
O=C(c1ccc(NC2=NC3CS(=O)(=O)CC3S2)cc1)N1CCN(C(=O)c2ccco2)CC1 (configuration not stated)	-4	-0.1	1	99	2	4	4	0	-0.6	-6
CCOc1ccc(OCC)c(NC(=O)C2CCN(c3cnccn3)CC2)c1	-9	0.1	2	106	-2	7	-2	-2	-0.6	-5
O=C(Cc1ccc(Cl)cc1)N1CCN(C(=O)c2ccco2)CC1	6	0.0	0	93	-3	2	-2	-2	-1.0	nt
CCC1S/C(=N\S(=O)(=O)c2cccs2)N(C2CCCCC2)C1=O (configuration not stated)	-2	0.1	3	90	-2	7	-8	-14	1.0	0
Cc1ccccc1CN1[C@@H](C(C)C)COCCS1(=O)=O	-2	0.3	1	97	1	-10	14	-2	-0.8	-3
CCC(=O)N1c2ccc(S(=O)(=O)N3CCCC3)cc2CC1C (configuration not stated)	1	-0.1	0	100	-1	9	6	-6	-1.7	15
O=C(Nc1nccs1)c1cc2c(s1)-c1ccccc1OC2	-9	-0.1	-1	100	2	2	12	2	-1.4	-20
Cc1ccc(S(=O)(=O)N2CCC(C(=O)NC3CC(C)(C)NC(C)(C)C3)CC2)cc1	8	0.3	0	95	-2	-13	3	-2	-2.5	-5
O=C(Nc1ccc(F)cc1)Nc1ccc(N2CCOCC2)c2nonc12	6	-0.3	-2	102	-15	-5	-9	-2	-1.3	2
Cc1c(NC(=O)C(C)OC(=O)/C=C/c2ccco2)c(=O)n(-c2ccccc2)n1C (configuration not stated)	2	0.1	3	101	3	0	4	-4	-2.0	4
COCc1cc(C)nc2sc(C(=O)N3CCCCC3)c(N)c12	10	-0.1	0	101	4	12	4	0	1.7	2
O=c1oc2cc(OCc3c(F)c(F)c(F)c(F)c3F)ccc2cc1-c1ccccn1	-7	-0.3	0	104	-2	4	2	-2	0.2	0
CN(C)c1ccc(-c2c(-c3ccc4c(c3)OCO4)noc2-c2ccsc2)cn1	-11	-0.3	4	81	4	0	4	0	-0.8	-8
COc1ccc(OCC(=O)Nc2ccc(NC(=O)c3cccs3)cc2)cc1	-3	-0.1	1	102	-3	-8	3	-4	0.2	-2
OC[C@@H]1CN(C2CCCC2)C[C@H](n2cnc3c(N4CCCC4)ncnc32)O1	-14	-0.1	1	100	-5	nt	7	8	-1.2	10
O=C(/C=C/C(=O)NCc1cccs1)NCc1cccs1	4	-0.1	3	100	9	-7	20	-7	-0.1	-3
CCOc1ccccc1CNC(=O)c1c([N+](=O)[O-])c(C)nn1C	-8	-0.1	4	98	-4	-8	-7	0	4.5	1
Cc1cccnc1NC(=O)c1ccc(COc2ccccc2)o1	-2	-0.3	-2	106	5	-6	12	3	-2.3	-7
COc1cc2c(cc1NC(=O)c1cncc(Br)c1)oc1ccccc12	3	-0.1	-1	102	0	-5	4	-1	4.5	12
CCOc1ccc(-c2c(C(=O)N/N=C/C3CC=CCC3)nnn2-c2nonc2N)cc1 (configuration not stated)	4	-0.1	2	98	0	-3	3	-1	-1.5	-7
COc1cccc(OC)c1C(=O)NNS(=O)(=O)c1ccc2ccccc2c1	0	0.0	3	96	-4	5	-3	-1	-0.8	-1
CN(C)c1nc(Cl)nc(NCCOc2ccccc2)n1	9	0.0	-2	89	0	0	0	-1	1.5	-7
NNC(=S)Nc1cc(S(=O)(=O)N2CCOCC2)ccc1N1CCOCC1	-7	-0.3	3	92	-3	-1	10	2	-1.6	-3
CC(=O)c1ccc(NC(=O)CCNS(=O)(=O)c2cccc3nonc23)cc1	1	-0.1	-1	102	-3	-3	26	0	0.9	17
CN(Cc1cccc(F)c1)C(=O)c1ccc(S(=O)(=O)C(F)F)cc1	5	0.3	-1	94	5	-11	-2	-1	-1.5	?
Cc1cccc(C)c1-n1c(C)cc(/C=N/NC(=O)CSc2ncccn2)c1C	-2	-0.2	-3	99	0	-4	-2	0	1.7	-7
CC(=O)SC1CC2=CC(=O)CCC2(C)C2CCC3(C)C(CCC34CCC(=O)O4)C12 (configuration not stated)	2	-0.2	2	96	-2	7	16	-3	-2.7	1
Clc1cccc(CNc2nnnn2-c2ccccc2)c1	-9	1.3	-5	87	-2	-9	0	-2	1.1	1
CCOC(=O)c1sc(NC(=O)CCc2ccccc2)nc1C	0	0.0	12	99	-3	1	-8	1	-1.1	31
CC1c2cc3c(cc2CCN1S(=O)(=O)c1ccccc1)OCCCO3 (configuration not stated)	-3	-0.1	1	97	-10	0	3	7	-3.2	-2

A different layout for part of the listing above:
Every second line gives: NOD2 RIPK2 PPI, aDG glyco up, N-glyco inh, ABCB6 inh 2, ABHD5-PLIN5 inh, TLR9-MyD88 inh, MC4R antag cAMP, Granule exo inh, MC4R barr agon, Vif inh
O=c1oc2cc(OCc3c(F)c(F)c(F)c(F)c3F)ccc2cc1-c1ccccn1
    -7, -0.3, 0, 104, -2, 4, 2, -2, 0.2, 0
CC(=O)c1ccc(NC(=O)CCNS(=O)(=O)c2cccc3nonc23)cc1
    1, -0.1, -1, 102, -3, -3, 26, 0, 0.9, 17
COc1ccc2c(Cl)c(C(=O)NCCCn3ccnc3)sc2c1Cl
    14, 1.0, 3, 104, 5, 2, -3, 1, -1.3, -10
CN(Cc1cccc(F)c1)C(=O)c1ccc(S(=O)(=O)C(F)F)cc1
    5, 0.3, -1, 94, 5, -11, -2, -1, -1.5, ?

(more compounds)
SMILES	NOD2 RIPK2 PPI	aDG glyco up	N-glyco inh	ABCB6 inh 2	ABHD5-PLIN5 inh	TLR9-MyD88 inh	MC4R antag cAMP	Granule exo inh	MC4R barr agon	Vif inh
CC(=O)c1cccc(N=C2C(=O)Nc3ccccc32)c1	-16	0.1	4	94	-3	-1	2	-3	-1.0	5
CCOC(=O)CN1C(=O)C(C)(C)Oc2ccc(C(=O)Nc3ccccc3OC)cc21	1	0.3	-2	93	-2	5	9	0	-1.6	-4
COc1ccc(CSCCc2n[nH]c(=S)n2-c2ccccc2)cc1C	-7	0.4	-1	98	-3	0	16	-1	-0.8	-2
COc1ccc(C(=O)C2CCN(C(=S)NCCc3ccc(OC)c(OC)c3)CC2)cc1	-12	0.5	-4	96	3	1	26	0	7.2	-10
O=C(c1cnn2c(C(F)F)cc(C3CC3)nc12)N1CCCC1	4	-0.1	1	86	10	-7	8	0	0.0	1
Cn1c(=O)c2c(nc(NCc3cccnc3)n2Cc2ccc(Cl)cc2)n(C)c1=O	-7	-0.2	2	92	4	8	-29	-2	-1.2	nt
O=C1c2cc(O)cc(O)c2C(=O)c2c1cc(O)c([C@@H](CO)CCO)c2O	-3	-0.4	0	111	7	7	-56	1	-2.0	-12
COc1cc(C=O)ccc1OCC(=O)Nc1cccc(S(=O)(=O)N(C)c2ccccc2)c1	-7	0.0	1	96	8	7	8	0	-3.6	-6
CCC(C)NC(=O)c1ccc(CSCc2cccc(F)c2)o1 (configuration not stated)	-7	0.0	-4	97	8	-7	-3	0	-3.3	-15
COc1ccc(CN(C)C(=O)c2cc(S(=O)(=O)Nc3ccccc3F)ccc2C)c(OC)c1	2	1.0	-4	101	14	-11	11	-2	12*	nt
CCc1noc(C)c1C(=O)NCCc1ccc(S(N)(=O)=O)cc1	-11	0.3	2	105	-2	-1	3	13	0.9	18
COc1ccc(CNc2ccccc2)cc1Br	0	0.0	-2	108	-4	-10	-7	4	-0.5	nt

Structural class: those above containing a nitro group on carbon.
SMILES	NOD2 RIPK2 PPI	aDG glyco up	N-glyco inh	ABCB6 inh 2	ABHD5-PLIN5 inh	TLR9-MyD88 inh	MC4R antag cAMP	Granule exo inh	MC4R barr agon	Vif inh
Cc1c(NC(=O)C(C)OC(=O)c2ccc([N+](=O)[O-])cc2Cl)c(=O)n(-c2ccccc2)n1C (configuration not stated)	-20	-0.2	1	99	-8	-1	16	2	-0.2	-2
CC1=C([N+](=O)[O-])C(c2ccccc2C(F)(F)F)NC(=O)N1C (configuration not stated)	-12	0.0	1	96	1	2	7	1	-3.8	-12
CCOc1ccccc1CNC(=O)c1c([N+](=O)[O-])c(C)nn1C	-8	-0.1	4	98	-4	-8	-7	0	4.5	1

High-throughput results: PubChem BioAssay, several laboratories
